HGIII-sPLA2 inh: human group III sPLA2 inhibitors, primary screen, biochemical, QFRET, BODIPY PC-A2 liposome substrate. Group 3 secretory phospholipase A2 (Homo sapiens), Q9NZ20. QFRET BODIPY PC-A2 liposome hydrolysis, fluorescence. inhibition, % at 12.2 µM. 370,000 compounds, 0.56% hits. AID 743126, 2013;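 active = inhibition above mean plus 3 SD of compounds lying within the high and low control bounds, cut at about 19% in these data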;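 also: 0% = median of test compound wells and 100% = no enzyme DMSO wells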
Target sequence (Q9NZ20 whole entry, looked up): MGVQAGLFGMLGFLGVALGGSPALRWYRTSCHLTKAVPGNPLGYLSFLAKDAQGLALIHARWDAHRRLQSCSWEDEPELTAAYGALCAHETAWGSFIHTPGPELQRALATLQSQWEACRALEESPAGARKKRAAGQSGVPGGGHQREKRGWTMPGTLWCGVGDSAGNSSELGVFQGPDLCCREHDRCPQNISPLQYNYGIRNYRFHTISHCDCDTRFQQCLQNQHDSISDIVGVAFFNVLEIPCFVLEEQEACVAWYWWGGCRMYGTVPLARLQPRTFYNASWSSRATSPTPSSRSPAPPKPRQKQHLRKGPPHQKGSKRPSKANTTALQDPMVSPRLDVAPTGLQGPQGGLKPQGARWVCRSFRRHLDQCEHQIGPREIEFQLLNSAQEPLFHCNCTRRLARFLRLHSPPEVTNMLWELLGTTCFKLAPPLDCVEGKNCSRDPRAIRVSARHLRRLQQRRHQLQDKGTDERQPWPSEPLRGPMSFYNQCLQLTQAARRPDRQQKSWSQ
GAA850 FXN act: FXN promoter activators, primary screen, cell-based, luciferase luminescence, HEK293 lucGAA850. activation, % at 6 µM. 360,000 compounds, 0.56% hits. HEK293 lucGAA850 FXN promoter luciferase reporter, 24 h; percent of 10 µM SAHA response;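 active = activation above the average of all compounds screened plus 3 SD, cutoff fixed separately per campaign, cut at about 7.5% in these data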;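 also: 0% = DMSO wells and 100% = 10 µM SAHA wells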
ARFGAP1 inh: inhibitors of rat ARFGAP1 GAP activity, primary screen, biochemical, fluorescence polarization, GDP tracer | Arfgap1-stimulated ARF1 GTP hydrolysis, GDP FP detection | inhibition, % at 16.5 µM | 360,000 compounds, 0.26% hits | AID 651572, 2012;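 active = inhibition above a per-plate limit, mean inhibition of low control wells plus 3 SD, cut at about 25% in these data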;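 also: 0% = DMSO wells with enzyme and 100% = wells lacking Arfgap1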
Target sequence (Q62848 1-136 limits assumed): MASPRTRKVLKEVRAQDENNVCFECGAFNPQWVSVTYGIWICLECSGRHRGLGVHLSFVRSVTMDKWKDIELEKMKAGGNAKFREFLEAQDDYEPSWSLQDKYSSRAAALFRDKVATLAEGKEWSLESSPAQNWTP
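Assay system: purified rat His6-Arfgap1 residues 1-136 (GAP domain); Reagent: human Δ17 ARF1 bound to GTP; Dosing: 16.5 µM single point, 1.26% DMSO; Times: GTP hydrolysis reaction 2 h at 25 °C; Signal: FP, GDP Alexa 633 tracer displaced from anti-GDP antibody, 620/688 nm; Measure: % inhibition from polarization.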
ASAP1 GAP inh: inhibitors of human ASAP1 ArfGAP activity, primary screen, biochemical, fluorescence polarization; Arf-GAP with SH3 domain, ANK repeat and PH domain-containing protein 1 (Homo sapiens), …; ASAP1-stimulated ARF1 GTP hydrolysis, GDP FP detection; inhibition, % at 16.5 µM; 360,000 compounds, 0.19% hits; AID 624377, 2012; in the data active = inhibition above about 25%;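 also: 0% = vehicle with enzyme and substrate and 100% = no enzyme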
proKLK7 act: proKLK7 zymogen activators, primary screen, biochemical, fluorescence intensity | Kallikrein-7 (Homo sapiens), P49862 | purified proKLK7, EDANS-DABCYL substrate fluorescence; 100% is mature enzyme control, 0% vehicle | activation, % at 7 µM | 370,000 compounds, 0.9% hits;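 active = activation above the mean of all tested compounds plus 3 SD, computed per campaign excluding outliers beyond control limits, cut at about 13% in these data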
Target sequence (P49862 whole entry, looked up): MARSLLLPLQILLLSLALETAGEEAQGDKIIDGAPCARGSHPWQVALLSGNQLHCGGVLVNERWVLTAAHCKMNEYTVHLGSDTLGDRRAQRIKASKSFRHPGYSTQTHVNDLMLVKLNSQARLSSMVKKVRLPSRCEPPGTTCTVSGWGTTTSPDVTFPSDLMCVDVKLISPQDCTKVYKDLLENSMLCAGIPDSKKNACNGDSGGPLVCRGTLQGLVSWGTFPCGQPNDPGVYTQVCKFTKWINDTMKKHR
GC-B act: human GC-B receptor activators, primary screen, HEK293 GC-B cells, cGMP TR-FRET, EC30 CNP | Atrial natriuretic peptide receptor 2 (Homo sapiens), P20594 | AID 1920062, 2024 | activation, % at 10 µM | 0% at EC30 CNP, 100% saturating CNP | 370,000 compounds, 0.11% hits;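 active = activation at 10 µM reaching about 35% in either raw or pattern-adjusted values, limit read from the data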
NPR1 activator: GC-A stimulated cGMP production enhancers – HEK293 GC-A cells, cGMP TR-FRET, EC30 ANP, primary screen; activation, % at 10 µM; 0% at EC30 ANP, 100% saturating ANP; Atrial natriuretic peptide receptor 1 (Homo sapiens), P16066; AID 1671463, 2021; 370,000 compounds, 0.14% hits; in the data active = activation above about 40%
rCAG RNA binder: binders of r(CAG) RNA repeats, primary screen, biochemical, fluorescence; AID 651821, 2012; 370,000 compounds, 1.3% hits; r(CAG) RNA repeat, TO-PRO-1 dye displacement fluorescence; inhibition, % at 3 µM;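 active = inhibition above the plate cutoff, the mean of all test compounds on that plate plus 3 SD, cut at about 35% in these data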;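 also: 0% = DMSO alone and 100% = 100 µM mitoxantrone as full dye displacement; higher means more dye released from RNA so lower well fluorescence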
DDE Tn6 FP inh: inhibitors of Tn6 peptide binding to fibrin DD(E), primary screen, biochemical, fluorescence polarization, human fibrin, Tn6 probe. 370,000 compounds, 0.21% hits. Fibrin DD(E) TRITC-Tn6 fluorescence polarization displacement. Fibrinogen beta chain (Homo sapiens), P02675. inhibition, % at 8.3 µM;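 active = inhibition above a per-campaign cutoff: mean of compounds within control limits plus 3 SD, cut at about 15% in these data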;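 also: 0% = median of all compound wells on the plate and 100% = blocking peptide control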
ADAM10 inh: human ADAM10 inhibitors, primary screen, biochemical, QFRET, HTS | inhibition, % at 7 µM | AID 720582, 2013 | 370,000 compounds, 0.62% hits | Disintegrin and metalloproteinase domain-containing protein 10 (Homo sapiens), O14672 | recombinant ADAM10, EDANS/DABCYL FRET peptide cleavage, 3 h;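 active = inhibition above a per-campaign cutoff equal to the mean of compounds falling between control-based bounds plus 3 SD, cut at about 20% in these data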;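 also: 0% = DMSO wells while the 100% control is not disclosed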
Starred values were filed as active, the others as inactive; / = no result given.

SMILES	HGIII-sPLA2 inh	GAA850 FXN act	ARFGAP1 inh	ASAP1 GAP inh	proKLK7 act	GC-B act	NPR1 activator	rCAG RNA binder	DDE Tn6 FP inh	ADAM10 inh
O=C1CC(c2ccco2)Cc2c1cnn2-c1nc2ccccc2s1 (stereo not drawn)	1	-0.3	-5	10	0.4	-2	4	0	1	-6
CCOc1ccccc1NC(=O)CCc1c(C)nn(-c2ccc(N3CCCCC3)nn2)c1C	-5	1.3	5	-6	-0.1	1	-1	-7	0	-2
Nc1cc(C(=O)OCC(=O)NNC(=O)c2cccs2)ccc1Cl	-5	3.0	-7	0	1.6	-6	-1	3	-1	-43
Cc1cccc(C#CC2=CC(=O)CC(C)(C)C2)c1	9	3.5	-1	4	0.0	8	1	5	0	-13
CN1CCN(Cc2cn[nH]c2-c2ccc(F)cc2F)[C@@H](c2ccccc2)C1	-14	2.3	6	-9	0.2	-6	-4	-6	-2	-12
Cc1nc(Cc2nnc(SC(C)C(=O)Nc3ccccc3)o2)cs1 (stereo not drawn)	1	0.5	3	4	0.4	10	5	2	3	-2
Cc1ccc(N2CC(C(=O)NCc3cccs3)CC2=O)cc1 (stereo not drawn)	0	-0.8	0	1	0.0	2	0	-2	3	-2
Cc1c(Cl)cnc(NC(=O)COC(=O)C2CC3CCCC(C2)C3=O)c1Cl (stereo not drawn)	-4	1.0	-5	-3	-0.3	2	3	4	2	-8
CC(C)CNC(=O)C(=O)Nc1ccc(N(C)C)cc1	1	3.3	-2	-7	-0.5	6	-2	-4	-2	0
COc1ccc(OC)c2sc(NC(=O)c3cccc(N4C(=O)CCC4=O)c3)nc12	1	-1.5	19	-4	-18	-2	5	8	-11	4
COc1ccc(C2C(C(C)=O)=C(O)C(=O)N2CCCn2ccnc2)cc1OC (stereo not drawn)	-3	0.3	9	-13	-0.5	3	1	2	-6	-2
CCCCc1nnc(NC(=O)C(C)Sc2nc(N)cc(=O)[nH]2)s1 (stereo not drawn)	2	1.9	-4	12	0.1	-3	2	7	-2	0
CS(=O)(=O)N(CC(=O)N1CCCC1)c1ccc(Cl)cc1	-4	1.1	-6	8	-0.3	-3	1	0	-4	3
CN(C)CCCN(C(=O)c1ccc(S(=O)(=O)N2CCc3ccccc32)cc1)c1nc2c(Cl)cccc2s1	-2	1.3	2	-8	0.1	-8	-14	2	0	-6
O=C(CCOc1ccccc1)NCC(c1ccco1)N1CCCCC1 (stereo not drawn)	0	-0.9	8	-6	-1.2	2	3	-8	2	-9
O=C(NCc1cccnc1)c1cc(C2CCCCN2C(=O)c2cccs2)on1 (stereo not drawn)	3	-0.8	-3	6	1.0	10	6	1	0	-1
CCOc1ccc(-c2nc3n(c(=O)c2C#N)CCS3)cc1	-9	4.3	-4	-7	8.5	-1	-1	8	11	-359
CCc1ccc(NC(=O)CSc2nnc(-c3n[nH]c4ccccc34)n2-c2ccccc2)cc1	8	4.2	-3	16	0.3	1	-12	2	2	-7
Cc1cccc(N(CC(=O)NC2CCCC2)C(=O)CS(=O)CC(=O)Nc2ccc3c(c2)OCO3)c1 (stereo not drawn)	-1	-0.8	-11	0	0.1	0	4	-1	0	3
COc1ccc(C(=O)N2CCC(n3nccc3NC(=O)C3CCOC3)CC2)cc1 (stereo not drawn)	9	2.7	10	12	-0.4	0	5	1	-3	-9
Clc1cccc(Cl)c1CNCCCSc1ncccn1	4	3.1	-2	-3	0.1	3	-3	-4	0	5
O=C(Nc1nc(-c2ccccc2)c(-c2ccccc2)s1)c1ccc(S(=O)(=O)N2CCCCC2)cc1	23*	1.6	-5	12	-0.1	4	13	0	-6	-10
CSc1nsc(SCC(=O)Nc2ccc(F)cc2F)n1	-20	4.1	-1	7	-0.1	0	2	0	3	3
O=C(NC1CC1)c1nc(Cn2ccc([N+](=O)[O-])n2)no1	0	1.8	6	1	0.7	-5	-3	0	-4	-7
CC(C)(C)Cc1nc2ccccc2n1CCc1ccccc1	1	1.1	4	7	0.3	-4	-6	-5	-8	4
CCc1ccc(C(=O)NNC(=O)c2cc(S(=O)(=O)N(C)C)ccc2N2CCCC2)cc1	-5	-1.4	-4	0	0.2	-3	-1	0	3	-9
CCOc1ccc(NC(=O)CN(C)C(=O)c2cccnc2SC)cc1OCC	3	-1.2	1	-10	-0.3	-5	3	-12	-3	-6
Cc1cc(C(=O)c2ccccc2)nc2ccccc12	-1	-0.8	-6	22	0.2	-2	0	-5	4	2
COc1ccc(-c2cc(C3CCN(c4cc(Cl)nc(N)n4)CC3)[nH]n2)cc1	-51	-1.2	2	10	0.9	-13	-6	-1	1	17
Cc1cc(-c2cc(-c3ccccc3)on2)nc(NCC2CC2)n1	-4	2.1	1	8	-3.6	-4	0	1	1	-38
CCCc1nnc(SCC(=O)Nc2nc(C)cs2)n1CCOC	-2	0.4	1	-11	0.1	6	-4	-3	4	-6
COc1cc(NC(=O)CS(=O)(=O)c2ccc(C)cc2)cc(OC)c1OC	-4	-0.1	1	-1	-0.3	0	-2	-5	5	3
COCc1cc(C)nc(Oc2ccccc2)c1C#N	-3	1.8	6	12	0.1	4	-5	0	-5	-2
COC(=O)c1ccc2nc(-c3ccc(Cl)cc3)c(Cc3cccc(F)c3)n2c1	-2	/	0	11	0.7	42*	34	18	-2	-12
Cc1cc(C)cc(NS(=O)(=O)c2c(C(=O)N3CCCCCC3)c(C)n(C)c2C)c1	2	1.4	12	-12	0.3	-4	0	-7	6	10
O=C(Nc1nc2c(Br)cc(Br)cc2c(=O)s1)C1CCC1	4	-0.4	3	-22	0.1	7	20	7	10	-2
Cc1cc(-c2n[nH]c(=S)n2N=Cc2ccc(O)cc2)n[nH]1	7	/	/	/	0.2	-5	3	2	-2	5
CC(C)(C)NS(=O)(=O)c1ccc(CCC(=O)Nc2ccc3c(c2)OCCO3)cc1	-7	-0.3	7	2	0.5	-4	-3	2	-10	5
O=C(Nc1ccc2c(c1)CCC2)c1cc(S(=O)(=O)N2CCN(c3ccccc3)CC2)ccc1Cl	-6	-2.5	4	24	-1.0	4	-2	14	-12	22*
CCC(=O)Nc1ccc(S(=O)(=O)NC[C@H]2O[C@@H](n3cc(C)c(=O)[nH]c3=O)C[C@@H]2O)cc1	5	0.4	0	1	-0.4	-2	4	1	-4	-12

Entries listed so far marked active in ADAM10 inh.
| SMILES | HGIII-sPLA2 inh | GAA850 FXN act | ARFGAP1 inh | ASAP1 GAP inh | proKLK7 act | GC-B act | NPR1 activator | DDE Tn6 FP inh | ADAM10 inh |
| --- | --- | --- | --- | --- | --- | --- | --- | --- | --- |
| O=C(Nc1ccc2c(c1)CCC2)c1cc(S(=O)(=O)N2CCN(c3ccccc3)CC2)ccc1Cl | -6 | -2.5 | 4 | 24 | -1.0 | 4 | -2 | -12 | 22* |

Reformatted: results already given.
| SMILES | HGIII-sPLA2 inh | GAA850 FXN act | ARFGAP1 inh | ASAP1 GAP inh | proKLK7 act | GC-B act | NPR1 activator | rCAG RNA binder | DDE Tn6 FP inh | ADAM10 inh |
| --- | --- | --- | --- | --- | --- | --- | --- | --- | --- | --- |
| CC(C)(C)Cc1nc2ccccc2n1CCc1ccccc1 | 1 | 1.1 | 4 | 7 | 0.3 | -4 | -6 | -5 | -8 | 4 |
| CCc1ccc(C(=O)NNC(=O)c2cc(S(=O)(=O)N(C)C)ccc2N2CCCC2)cc1 | -5 | -1.4 | -4 | 0 | 0.2 | -3 | -1 | 0 | 3 | -9 |

Reprinted from the results shown, two compounds:
SMILES	HGIII-sPLA2 inh	GAA850 FXN act	ARFGAP1 inh	ASAP1 GAP inh	proKLK7 act	GC-B act	NPR1 activator	rCAG RNA binder	DDE Tn6 FP inh	ADAM10 inh
O=C1CC(c2ccco2)Cc2c1cnn2-c1nc2ccccc2s1 (stereo not drawn)	1	-0.3	-5	10	0.4	-2	4	0	1	-6
CCOc1ccccc1NC(=O)CCc1c(C)nn(-c2ccc(N3CCCCC3)nn2)c1C	-5	1.3	5	-6	-0.1	1	-1	-7	0	-2

Further entries:
SMILES	HGIII-sPLA2 inh	GAA850 FXN act	ARFGAP1 inh	ASAP1 GAP inh	proKLK7 act	GC-B act	NPR1 activator	rCAG RNA binder	DDE Tn6 FP inh	ADAM10 inh
CN(NC1OC(=O)c2ccccc21)c1ccc(Cl)cc1[N+](=O)[O-] (stereo not drawn)	-10	-3.0	12	3	0.0	-2	-2	20	0	0
CC(C)C[C@@H](C(=O)NC1CCN(Cc2ccccc2)CC1)N1C(=O)N2CCc3c([nH]c4ccccc34)[C@@]2(C)C1=O	-36	-8.5	9	8	0.3	1	-4	1	-3	-6
Cc1cc(=O)n2nc(N3CCC(C(=O)NCc4cccc(Br)c4)CC3)sc2n1	-4	1.2	1	-19	0.6	-7	-1	4	3	8
COc1ccccc1CNc1ncnc2c1nnn2Cc1ccccc1	2	2.5	-6	0	0.5	-4	7	-5	3	-2
COc1ccc(C2=NS(=O)(=O)N(C)C(C(=O)Nc3cc(OC)c(OC)c(OC)c3)=C2)cc1	-3	-0.9	7	13	-0.2	2	3	4	-6	14
O=C(/C=C/c1ccco1)NC(=S)N1CCCCC1	2	0.5	-2	-12	-0.5	-3	3	4	-3	-8
NC(=O)c1ccc(NC(=O)CSc2nncn2-c2ccccc2)cc1	2	-0.5	8	3	-0.6	-7	2	2	2	0
CN1C(=O)N(C)C2C1NC(=O)N2C (stereo not drawn)	-3	-0.8	-13	-18	0.7	0	3	3	13	-5
O=c1c2cnn(-c3ccccc3)c2ncn1Cc1cccnc1	-5	1.4	-13	1	0.0	-6	1	1	1	1
COc1ccc(N(CC(O)CN2CCOCC2)S(=O)(=O)c2ccccc2)cc1 (stereo not drawn)	0	-1.1	11	-8	-0.2	-2	-8	0	-1	-5
CC(=O)c1ccc([N+](=O)[O-])cc1	-2	-1.8	0	-6	0.5	-8	2	2	2	1
Clc1cccc(Cl)c1CSc1nnc([C@@H]2CCCN2)o1	6	1.5	7	-1	0.4	2	3	-4	3	6

By substructure, the compounds so far containing a nitro group on carbon
SMILES	HGIII-sPLA2 inh	GAA850 FXN act	ARFGAP1 inh	ASAP1 GAP inh	proKLK7 act	GC-B act	NPR1 activator	rCAG RNA binder	DDE Tn6 FP inh	ADAM10 inh
O=C(NC1CC1)c1nc(Cn2ccc([N+](=O)[O-])n2)no1	0	1.8	6	1	0.7	-5	-3	0	-4	-7
CN(NC1OC(=O)c2ccccc21)c1ccc(Cl)cc1[N+](=O)[O-] (stereo not drawn)	-10	-3.0	12	3	0.0	-2	-2	20	0	0
CC(=O)c1ccc([N+](=O)[O-])cc1	-2	-1.8	0	-6	0.5	-8	2	2	2	1
